APOBEC3G inh – inhibitors of human APOBEC3G DNA deaminase; 330,000 compounds, 0.28% hits; Q9HC16; recombinant A3G, ssDNA deamination FAM/TAMRA fluorescence; inhibition, % at 20 µM;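 active means inhibition of at least 40% at 20 µM, with no more than 30% in the related APOBEC3A deaminase screen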;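 further: plate controls were DMSO wells with A3G for no effect and wells lacking A3G enzyme for full effect; some compounds called inactive have numbers as strong as hits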
EBI2 antag – blocks human EBI2 receptor beta-arrestin signaling | inhibition, % at 5 µM | EBI2 beta-arrestin recruitment, luminescence, 7a,25-OHC stimulated | P32249 | 360,000 compounds, 0.81% hits; in the data active means inhibition above about 38%;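 further: enzyme fragment complementation signal reports receptor beta-arrestin coupling in cells; 0% = agonist plus DMSO wells and 100% = wells without agonist; some results beyond the cut were filed as inactive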
NR3A LBD binder – modulates the human NR3A ligand-binding domain. 340,000 compounds, 2.5% hits. Tm shift relative to glycine control, % at 25 µM. NR3A LBD differential scanning fluorimetry, Tm shift; 0% = protein alone, 100% = glycine-bound protein;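 active means melting temperature shift of at least 10% of the positive control shift, at one fixed dose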
CCR6 antagonist – CCR6 (human) receptor antagonism | P51684 | CHO-K1 CCR6 PathHunter beta-arrestin, luminescence, CCL20-stimulated | inhibition, % at 20 µM | 340,000 compounds, 0.49% hits | AID 493098;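 active means compounds whose inhibition of the agonist-driven luminescence signal at 20 µM reaches about 50%, limit read from the data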;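 further: cells stimulated with CCL20 at 14 nM final; plate controls were DMSO with CCL20 for no effect and DMSO without agonist for full effect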
Target sequence (P51684 whole entry, looked up): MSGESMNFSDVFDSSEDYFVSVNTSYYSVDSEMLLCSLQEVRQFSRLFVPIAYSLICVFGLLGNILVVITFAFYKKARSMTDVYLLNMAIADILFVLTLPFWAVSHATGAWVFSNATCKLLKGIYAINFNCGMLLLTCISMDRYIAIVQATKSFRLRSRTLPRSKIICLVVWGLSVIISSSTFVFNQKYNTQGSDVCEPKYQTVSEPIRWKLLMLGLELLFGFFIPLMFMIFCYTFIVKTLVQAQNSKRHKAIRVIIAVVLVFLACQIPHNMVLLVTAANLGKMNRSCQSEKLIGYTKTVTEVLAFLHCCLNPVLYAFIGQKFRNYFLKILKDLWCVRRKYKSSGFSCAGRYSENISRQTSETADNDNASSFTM
APOBEC3A inh – inhibitors of human APOBEC3A DNA deaminase; P31941; recombinant A3A, FAM/TAMRA ssDNA deamination fluorescence; inhibition, % at 20 µM; 330,000 compounds, 0.41% hits;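 active means at least 40% inhibition at 20 µM here, with at most 30% in a related deaminase screen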;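 further: plate controls were A3A with DMSO for no effect and wells lacking A3A enzyme for full effect; some results filed as inactive read as strong as hits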
Target sequence (P31941 whole entry, looked up): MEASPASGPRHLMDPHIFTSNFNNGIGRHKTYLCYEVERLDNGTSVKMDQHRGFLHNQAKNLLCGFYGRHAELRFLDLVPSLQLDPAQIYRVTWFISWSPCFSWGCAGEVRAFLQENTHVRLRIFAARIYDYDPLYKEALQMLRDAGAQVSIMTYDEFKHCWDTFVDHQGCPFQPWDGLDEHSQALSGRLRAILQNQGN
Gli-Sufu antag – Gli-Sufu pathway antagonism | Sufu-KO-LIGHT fibroblasts, Gli luciferase reporter luminescence | inhibition, % at 5 µM | 340,000 compounds, 0.74% hits;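 active means inhibition above about 55%, limit read from the data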;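 further: 0% = DMSO-treated cells and 100% = wells with medium but no cells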
MPTP inh – permeability transition pore inhibition; AID 602449; 360,000 compounds, 1.4% hits; inhibition, % at 10 µM; isolated mouse mitochondria, Ca2+ swelling absorbance, 30 min;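 active means inhibition of 50% or more, scaled per plate between neutral and stimulator controls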;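 further: 0% = DMSO wells given calcium and 100% = 1 mM EGTA wells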
CXCR6 inh – inhibitors of human CXCR6 receptor | O00574 | CHO-K1 PathHunter CXCR6 beta-arrestin, luminescence | inhibition, % at 20 µM | 360,000 compounds, 0.36% hits | AID 602244; in the data active means inhibition above about 34%, passing the limit was not always enough;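 further: antagonist mode with CXCL16 agonist at 10 nM final; 0% = 10 nM CXCL16 with DMSO and 100% = unstimulated wells without agonist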
Target sequence (O00574 whole entry, looked up): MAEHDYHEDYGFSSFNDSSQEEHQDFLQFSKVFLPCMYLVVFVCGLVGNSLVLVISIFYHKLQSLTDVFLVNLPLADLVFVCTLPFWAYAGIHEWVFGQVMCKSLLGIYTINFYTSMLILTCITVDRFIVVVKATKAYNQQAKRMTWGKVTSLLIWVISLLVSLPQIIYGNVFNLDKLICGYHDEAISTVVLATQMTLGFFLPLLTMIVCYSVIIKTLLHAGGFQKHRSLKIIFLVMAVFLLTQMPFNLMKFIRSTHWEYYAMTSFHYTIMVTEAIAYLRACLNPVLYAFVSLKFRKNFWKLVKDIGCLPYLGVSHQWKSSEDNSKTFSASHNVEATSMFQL
Active calls of the source: *; . = not tested or not shown; & = joins results of further samples.

Results follow in this order: APOBEC3G inh, EBI2 antag, NR3A LBD binder, CCR6 antagonist, APOBEC3A inh, Gli-Sufu antag, MPTP inh, CXCR6 inh
1) COc1ccc(CNc2nc3nc(C)c(Cl)c(C)n3n2)cc1OC
  -2.3, -4.0, -0.1, 1.8, 3.7, 5.1, -0.3, 6.7
2) CC(C)Nc1ncnc2[nH]ncc12
  ., -0.6, 0.6, 9.9, ., -0.9, -2.0, -2.4
3) CN1CCN(CCC2Oc3cc([N+](=O)[O-])ccc3NC2=O)CC1 (stereo not given)
  -1.6, -16.5, -1.2, 3.8, 1.7, -7.6, -3.8, 2.1
4) COc1ccc(S(=O)(=O)N(CC(=O)N2CCN(c3ccccc3OC)CC2)c2ccccc2)cc1
  -3.2, -1.5, -2.0, 12.6, -3.4, -5.9, 2.4, -2.3
5) O=C(O)c1ccc(NCc2cccnc2)cc1
  -4.7, -6.2, 0.2, 4.7, -0.3, 0.8, -1.2, 0.8
6) CC(C)(C)C1CCc2c(sc(N)c2C(N)=O)C1 (stereo not given)
  ., 8.8, -0.1, -2.1, ., -10.2, -2.3, -3.6
7) CC(=O)Nc1cc(-c2nn3c(C)nnc3s2)ccc1C
  2.6, -2.1, 0.9, 4.5, -0.8, -0.5, -2.0, 5.0
8) COc1cccc(C2(O)CCN(C(=O)C3CCC3)CC2)c1
  2.2, -5.6, 0.1, -5.3, 3.9, -6.0, 0.3, 2.4
9) CCC(CO)NCC#Cc1ccccc1 (stereo not given)
  -7.5, -6.3, -0.2, -15.6, 0.2, -5.6, 0.5, 0.0
10) O=C(c1ccc(F)cc1)c1cn[nH]c1-c1ccccc1O
  -8.8, -10.9, -0.8, -9.6, -2.4, 42.3, -1.8, 3.7
11) CC(NC(=O)c1cccs1)C(c1cccs1)N1CCN(Cc2ccccc2)CC1 (stereo not given)
  -5.6, 10.9, -1.5, 2.5, -2.5, 5.6, -0.7, 5.8
12) CCc1ccc(Nc2nnc(SCC(=O)NC(=O)c3cccn3C)s2)cc1
  -1.0, 12.7, -4.9, -10.4, -0.1, -8.5, 7.9, -7.1
13) CN=C(Nc1cc(C)nn1-c1ccccc1)c1ccc(F)cc1
  -5.6, -2.3, -0.1, 6.2, -0.9, 1.9, -1.7, 0.4
14) CCCCN(C(=O)COC(=O)c1ccccc1)c1c(N)n(CCC)c(=O)[nH]c1=O
  -3.5, 2.5, -0.8, 0.3, -0.3, 6.4, 0.5, 2.0
15) COc1ccc2oc(C(=O)OCC(=O)NC(C)(C#N)C3CC3)c(C)c2c1 (stereo not given)
  -9.0, -1.3, 1.7, 6.9, -2.6, -7.9, -1.2, -2.8

Some entries already given, showing only APOBEC3A inh and CCR6 antagonist.
nr | compound | APOBEC3A inh | CCR6 antagonist
9 | CCC(CO)NCC#Cc1ccccc1 (stereo not given) | 0.2 | -15.6
10 | O=C(c1ccc(F)cc1)c1cn[nH]c1-c1ccccc1O | -2.4 | -9.6
11 | CC(NC(=O)c1cccs1)C(c1cccs1)N1CCN(Cc2ccccc2)CC1 (stereo not given) | -2.5 | 2.5
12 | CCc1ccc(Nc2nnc(SCC(=O)NC(=O)c3cccn3C)s2)cc1 | -0.1 | -10.4

Additional results.
Results follow in this order: APOBEC3G inh, EBI2 antag, NR3A LBD binder, CCR6 antagonist, APOBEC3A inh, Gli-Sufu antag, MPTP inh, CXCR6 inh
16) COc1ccccc1NC(=O)c1nn(-c2ccc(Cl)cc2)ccc1=O
  -0.2, 8.9, -1.1, -2.2, 4.0, -1.9, -1.2, 1.4
17) CC(C)(C)OC(=O)N1CCCN(C(=O)Nc2ccc(OC(F)(F)F)cc2)CC1
  -1.7, 4.2, 2.1, -0.7, -4.8, 2.3, 0.3, -6.1
18) CC1(/[N+]([O-])=C/c2ccccc2F)CCCCC1=O (stereo not given)
  -7.6, -12.5, -0.9, 12.4, -4.4, 2.5, 1.1, 7.3
19) O=C(O)c1cnn(-c2nc(-c3ccc(Cl)c(Cl)c3)cs2)c1C(F)(F)F
  -4.7, 26.7, -0.4, 11.9, 1.1, 2.3, 1.7, -5.5
20) CCN(CC)S(=O)(=O)c1ccc(C(=O)Nc2nnc(NC(=S)Nc3ccccc3)s2)cc1
  -0.1, 9.4, 28.2*, 20.5, 3.0, -9.2, 7.5, 20.0
21) O=C(COC(=O)c1ccccc1-n1cnnn1)c1ccc(F)cc1
  -6.6, -4.8, 0.9, -3.2, 0.0, -7.7, -0.1, -2.3
22) CC(=O)Nc1ccc(-c2csc(Nc3ncccn3)n2)cc1
  -5.7, -10.6, 4.4, -9.1, -1.1, -67.4, 2.1, -2.2
23) CC(CNC(=O)C(C)(C)C)NC(=O)C(C)(C)C (stereo not given)
  -2.8, -10.6, 0.2, -9.7, -2.1, -5.0, -0.5, -1.7
24) CC(=O)N1c2ccc(S(=O)(=O)N3CCCC(C(=O)Nc4ccc(C)cc4C)C3)cc2CC1C (stereo not given)
  -11.4, -2.9, -1.4, 9.0, -3.0, 5.9, 0.4, 3.4
25) COc1ccc([C@@H](OC)[C@@]2(Cc3ccc(O)cc3)N=C(N)N(C)C2=O)cc1
  -4.1, -0.1, 0.7, 3.0, 3.3, 8.1, -1.4, -6.2
26) Cc1cc(C(F)(F)F)nn1Cc1n[nH]c(=S)n1-c1ccc(Cl)cc1
  6.1, 7.2, 3.5, 12.7, 6.0, 17.3, 1.2, 7.2
27) CC(Sc1ccccc1)C(=O)N1CCN(S(=O)(=O)c2ccccc2)CC1 (stereo not given)
  -0.4, -7.7, 2.2, -5.3, 0.6, 5.9, 1.9, 1.6
28) Cn1nccc1C(=O)OCC(=O)Nc1cccc(Cl)c1
  5.3, 9.3, -0.8, 7.0, -1.7, -2.9, -3.2, 1.1
29) Cc1ccc2c(c1)C(=O)C(=O)N2CC(=O)Nc1ccccc1NC(=O)c1ccccn1
  -3.3, -3.7, 0.2, 6.2, -5.7, 2.7, 0.6, 2.4
30) CCOC(=O)c1oc2ccccc2c1CN1CC(C)OC(C)C1 (stereo not given)
  -5.9, 0.1, 1.3, 16.1, 2.6, 13.8, 1.9, 1.0

(continued)
Results follow in this order: APOBEC3G inh, EBI2 antag, NR3A LBD binder, CCR6 antagonist, APOBEC3A inh, Gli-Sufu antag, MPTP inh, CXCR6 inh
31) CCn1c(SCC(=O)O)nc2sc3c(c2c1=O)CCC3
  17.0, -9.2, 2.8, 8.6, 53.8*, 0.8, -0.5, 1.0
32) O=C(NCc1cccs1)c1csc2c1CCCCC2
  -5.8, 11.1, -5.1, 12.2, -0.2, -3.6, -1.0, -0.2
33) O=c1c2c(-c3ccc(Cl)cc3)csc2ncn1/N=C/c1cccc([N+](=O)[O-])c1O
  -4.3, 7.8, -1.0, 37.7, 1.5, -7.0, 40.1, 12.6
34) COc1ccc(S(=O)(=O)N2CCOC2CNC(=O)C(=O)NCCCN2CCOCC2)cc1C (stereo not given)
  -4.3, -0.5, -1.6, -6.4, -0.8, 15.6, -0.3, -1.3
35) CCOc1ccc(CCNC(=O)Cn2cccc2C(=O)c2ccccc2C)cc1OCC
  -3.8, 7.5, -1.7, 11.4, 2.4, 0.9, 1.6, 0.6
36) O=C(O)Cc1csc(-c2cccc(Oc3ccccc3)c2)n1
  2.1&-8.7, -2.7&10.7, -1.6&-0.2, 9.7&3.0, 4.7&-0.9, 0.8&2.6, 2.9&0.7, 4.7&0.0
37) Cc1c(NS(=O)(=O)c2ccc(S(=O)(=O)c3ccccc3)s2)c(=O)n(-c2ccccc2)n1C
  -0.7, -11.7, -1.7, 5.2, -1.6, 1.6, 2.5, 4.2
38) c1ccc(CC2CCN(c3ncnc4sccc34)CC2)cc1
  ., -3.2, 1.5, 6.7, ., 66.3*, 100.1*, -6.7
39) O=C(COC(=O)CCSc1ccccc1)Nc1ccccc1Br
  0.4, 7.8, 3.0, 0.2, 0.6, -1.2, 1.1, -1.4
40) COc1ccc(NC(=O)Cc2ccc(Cl)cc2Cl)cn1
  -1.3, -5.1, -1.0, -2.3, 6.2, -1.5, 1.9, 2.3
41) CCOC(=O)c1cnc2c(c(C)nn2C)c1Oc1ccccc1F
  -6.0, -29.8, -3.1, 8.4, -3.4, -2.9, -2.0, 9.1
42) COc1ccc(/C=C2/C(=O)N=C3SCCN32)cc1
  -4.5, 2.7, -0.2, 6.9, 1.6, 1.6, -2.8, 3.5
43) Cc1ccc(S(=O)(=O)NC(=NC(Cc2ccccc2)C(=O)O)c2ccccc2)cc1 (stereo not given)
  -5.6, 7.0, -2.0, 2.8, -1.5, -22.2, -0.1, 5.8
44) CC1(C)CC(Nc2ccc(C(F)(F)F)cc2[N+](=O)[O-])CC(C)(C)N1
  -3.7, -13.9, -0.3, 3.8, -1.5, 9.9, -4.6, 0.6
45) CC1(C)CCc2cc(S(=O)(=O)N3CCN(S(=O)(=O)c4c(F)cccc4F)CC3)ccc2O1
  -5.7, 5.6, -0.6, 7.4, 0.3, -18.8, 1.5, -6.3

Down the list, as entered above:
Nos. 16–23 in EBI2 antag read 8.9, 4.2, -12.5, 26.7, 9.4, -4.8, -10.6, -10.6
Nos. 16–23 in Gli-Sufu antag read -1.9, 2.3, 2.5, 2.3, -9.2, -7.7, -67.4, -5.0
Nos. 16–23 in CCR6 antagonist read -2.2, -0.7, 12.4, 11.9, 20.5, -3.2, -9.1, -9.7

(listing goes on)
Results follow in this order: APOBEC3G inh, EBI2 antag, NR3A LBD binder, CCR6 antagonist, APOBEC3A inh, Gli-Sufu antag, MPTP inh, CXCR6 inh
46) CSc1ccc(S(=O)(=O)NCC(=O)OCC(=O)N(C)CC(=O)Nc2ccccc2Cl)cc1[N+](=O)[O-]
  3.0, -6.3, 0.4, 0.8, 10.1, -5.0, 0.4, -0.6
47) COc1ccc(S(=O)(=O)N2CCOCC2)cc1NC(=O)c1cccc2c(=O)c(C)c(-c3ccccc3)oc12
  -0.6, 3.4, -2.0, 8.2, 3.1, 24.2, 2.9, 12.1
48) Cc1ccccc1C(=O)c1c[nH]c(C(=O)NCc2ccco2)c1
  -5.7, -0.9, -4.2, -2.4, -3.5, 6.8, 0.0, 2.2
49) Cc1ccc(C(=O)CSc2nnc(-c3ccccc3)o2)cc1
  -3.4, 6.0, 0.4, 11.2, -2.5, -8.4, 1.3, 5.3
50) Cc1nn2c(=S)[nH]nc2[nH]c1=O
  -5.1, -7.8, -1.9, -14.7, -3.4, -5.1, 2.5, -2.1
51) COc1ccc(C(C(=O)NC2CCCCC2)N2CCC3(CC2)OCCO3)cc1 (stereo not given)
  -3.0, -0.6, -0.4, 3.5, -0.5, 3.8, -0.9, -2.7
52) CSc1nc(NCc2ccccc2)c2c3c(sc2n1)CN(C)CC3
  -9.8, 2.2, -9.0, -14.4, 0.3, -12.4, -1.2, 6.2
53) O=C(O)CC1=C(Nc2ccccc2)C(=O)N(c2ccccc2)C1c1ccc(Br)cc1 (stereo not given)
  -5.5, 2.4, 0.6, 14.3, -2.2, -10.4, -1.2, -1.3
54) O=C(NCCN1CCOCC1)c1ccc(Cl)cc1[N+](=O)[O-]
  -5.8, -1.7, 6.8, 0.5, 45.9*, 6.5, 0.3, 1.4
55) CC(=O)NC(=S)Nc1sc2c(c1C(N)=O)CCC(C)C2 (stereo not given)
  3.9, 36.7*, -5.7, 38.7, 0.3, -71.5, 0.1, 38.8*
56) CCOC(=O)c1ccc(Nc2nc(C)cc(C)c2C#N)cc1
  -4.7, -0.3, 5.7, 6.6, -3.6, 9.8, 1.2, -4.1
